# West Nile virus CPE = inhibition of WNV-induced cytopathic effect – cell-based, CPE readout (AID 1621). hit rate 0.02% among 290,000. West Nile virus-infected cells, CPE inhibition; higher % means a stronger effect. one-dose CPE inhibition, % at 10 µM; IC50 in µM for titrated hits; in the data active = a potency from the dose series; inconclusive = CPE inhibition mostly from about 3.7% at the one dose, without a potency; inactive = the rest, 99 in 100 with CPE inhibition below about 2.2%; also: strong numbers were not always called active
# RSV CPE inhibition = RSV antiviral activity via CPE protection, HEp-2 cells, primary 10 µM value included (AID 2391); one-dose CPE inhibition, % at 10 µM; IC50 in µM for titrated hits; hit rate 0.13% among 310,000; HEp-2 cells, RSV-induced CPE inhibition; higher % means a stronger effect; in the data active = a potency from the dose series; inconclusive = CPE inhibition mostly from about 23% at the one dose, without a potency; inactive = the rest, 99 in 100 with CPE inhibition below about 21%; also: strong numbers were not always called active
# XIAP antagonists = XIAP antagonists, biochemical, IAP family, fluorescence polarization (AID 1018) | XIAP BIR domain, fluorescence polarization peptide displacement; higher % means a stronger effect | displacement, % at 20 µM; hits with a dose series show IC50 in µM | hit rate 0.007% among 200,000; in the data active = displacement above about 50%; also: a part of the inactive calls stands beside numbers as strong as those of hits
# K1F lysis inhibition = protection from phage-mediated lysis, alamar blue read-out – E. coli UTI89, K1F phage, bacterial capsule biogenesis inhibitors (AID 488966); E. coli UTI89 K1F phage lysis, alamar blue, 2 h; higher % means a stronger effect; inhibition, % at 100 µM; hits with a dose series show IC50 in µM; hit rate 0.02% among 340,000;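 active = phage lysis inhibition, versus mean bacterial control, above a set limit; inconclusive = no clear call, values can overlap the other calls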;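 also: capsule biogenesis inhibitors block K1F phage lysis so surviving cells raise fluorescence; higher fluorescence means more inhibition of phage lysis; actives were called in the ten point dose series up to 300 µM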
# Dengue-2 NS5 capping = flavivirus cap methylation enzyme inhibition – biochemical, confirmation dose response, primary screen (AID 588689); Dengue-2 NS5 methyltransferase capping enzyme assay, biochemical; higher % means a stronger effect; one-dose inhibition, % at 25 µM; IC50 in µM for titrated hits; hit rate 0.3% among 340,000; in the data active = a potency from the dose series; inconclusive = inhibition above about 29% without an active follow-up result
# Large T inhibition = SV40 large T antigen inhibitors, biochemical (AID 1903); SV40 large T antigen ATPase/helicase inhibition assay; higher % means a stronger effect; inhibition, % at 20 µM; hits with a dose series show IC50 in µM; hit rate 0.39% among 310,000; in the data active = a potency from the dose series; inconclusive = inhibition mostly from about 32% at the one dose, without a potency; inactive = the rest, 99 in 100 with inhibition below about 32%; also: strong numbers were not always called active
# WT yeast gro inh = growth inhibition of WT yeast, mitochondrial fusion screen | mitochondrial fusion phenotypic screen, WT strain | inhibition, % at 10 µM | hit rate 2.1% among 190,000; in the data active = inhibition above about 58%; tested in S. cerevisiae
# CSM14.1 death rescue = rescue of cells from ER stress-induced death, primary screen, 384-well, CSM14.1, thapsigargin, ATP luminescence (AID 1222); 190,000 tested, under 10 active; one-dose cellular ATP content (survival), % at 20 µM; EC50 in µM for titrated hits; CSM14.1 thapsigargin-induced death rescue, ATP luminescence; higher % means a stronger effect;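 active = EC50 below 50 µM in the dose-response confirmation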;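 also: death triggered by thapsigargin at about 15 µM added after 2 h compound pretreatment; cell ATP read after overnight thapsigargin exposure of roughly 18 to 22 hours; normalized against plate controls of thapsigargin alone and 5% DMSO vehicle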
# Yfh1-off respiration = mitochondrial function rescue without frataxin homolog – Friedreich's ataxia, plus single-dose screen, dose response (AID 1465) | S. cerevisiae Yfh1-off respiration, WST-1 reduction, 72 h; higher fold induction means a stronger effect | fold induction at 50 µM; hits with a dose series show EC50 in µM | hit rate 0.074% among 220,000;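 active = fold induction of absorbance versus untreated yeast above a set limit, then at least 30% activation at any dose in follow-up; inconclusive = repeats straddling the limit, or above it without dose testing; inactive = fold induction below the set limit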;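 also: activators that raise dye reduction in frataxin-depleted yeast; strong numbers were not always called active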
# WT yeast gro inh mutant strain = recorded beside WT yeast gro inh, whose call it bears; inhibition, %; mitochondrial fusion phenotypic screen, mutant strain inhibition
# Dengue-2 NS5 capping pilot replicate = further read-out of Dengue-2 NS5 capping, marked with its call; inhibition, %; measured here: pilot screen replicate inhibition
# Starred values were filed as active, the others as inactive; i = inactive; ? = inconclusive; · = not tested or not shown; & = joins results of further samples; [ ] = remark or other dose.
# Preview (two entries):
SMILES,West Nile virus CPE,RSV CPE inhibition,XIAP antagonists,K1F lysis inhibition,Dengue-2 NS5 capping,Large T inhibition,WT yeast gro inh,WT yeast gro inh mutant strain,CSM14.1 death rescue,Yfh1-off respiration,others
CN(O)/C=c1/ccc2c(n1)C(=O)C=CC=2,-0.1%,3.5%,-1.7%,0.0%,-1%,10%,-14,12,-2.1%,i,
CC(C)(C)c1cc(S(=O)(=O)CCc2ccccn2)cc(C(C)(C)C)c1F,0.3%,18%,1.0%,-0.9%,-3%,8%,34,22,2.4%,i,

# Main list, from the start:
SMILES,West Nile virus CPE,RSV CPE inhibition,XIAP antagonists,K1F lysis inhibition,Dengue-2 NS5 capping,Large T inhibition,WT yeast gro inh,WT yeast gro inh mutant strain,CSM14.1 death rescue,Yfh1-off respiration,others
CN(O)/C=c1/ccc2c(n1)C(=O)C=CC=2,-0.1%,3.5%,-1.7%,0.0%,-1%,10%,-14,12,-2.1%,i,
CC(C)(C)c1cc(S(=O)(=O)CCc2ccccn2)cc(C(C)(C)C)c1F,0.3%,18%,1.0%,-0.9%,-3%,8%,34,22,2.4%,i,
Cc1c(/C=N\NC(=O)c2csc3ccccc23)cnn1C,1.0%,4.1%,-5.4%,0.4%,-7%,3%,31,7,1.4%,i,
CN(C)c1cccc2c(S(=O)(=O)Nc3ccccn3)cccc12,-0.1%,0.8%,-7.8%,1.0%,-9%,15%,7,11,·,i,
O=C(O)c1ccccc1C(=O)Nc1cc(-c2ccccc2)[nH]n1,-0.1%,0.5%,·,0.2%,-5%,3%,·,·,·,·,
CCN(Cc1ccc(NC(C)=O)cc1)CC1CCCN(CCc2cccc(F)c2)C1 (stereo not drawn),-0.5%,0.5%,·,0.3%,-6%,8%,·,·,·,·,
CC(/C=N/NC(=O)Cn1cnc2c1c(=O)n(C)c(=O)n2C)=C\c1ccco1,0.2%,1.8%,·,1.1%,5%,8%,·,·,·,i,
COc1cccc(C(C[N+](=O)[O-])c2c(C)[nH]n(-c3ccccc3)c2=O)c1 (stereo not drawn),0.3%,-0.2%,·,0.0%,9%,33%,·,·,·,·,
Cc1cccc(N=C2NC(=O)/C(=C/C=C/c3ccco3)S2)c1C,·,27%,-3.2%,-4.5%,24%,6%,-3,-7,-2.2%,·,
COc1ccc(S(=O)(=O)CCc2nnc(NC(=O)c3ccc(F)cc3)s2)cc1,0.0%,1.9%,·,0.2%,-9%,-1%,·,·,·,·,
O=C(CN1CCN(c2ccccn2)CC1)Nc1ccc(OCc2ccccc2)cc1,·,7.6%,-0.7%,-0.3%,0%,12%,33,-7,9.1%,·,
O=C(Nc1ccccc1[N+](=O)[O-])c1cccnc1Cl,0.5%,1.5%,-1.5%,0.0%,3%,8%,6,-15,-1.1%,i,
Cc1cccc(NC(=O)C2CCN(C(=O)N3CCOc4ccccc43)CC2)c1C,-0.1%,1.3%,·,1.3%,-3%,12%,·,·,·,·,
Cc1ccc(C(=O)OCC(=O)NNC(=O)c2ccccc2)c(O)c1,0.1%,1.6%,·,0.2%,-2%,6%,·,·,·,·,
COc1ccc(NC(=O)C/C(C)=N/NC(=O)c2ccco2)c([N+](=O)[O-])c1,-0.1%,1.7%,·,0.6%,-5%,19%,·,·,·,·,
Cn1c(=O)c([N+](=O)[O-])c(N2CCN(Cc3ccc4c(c3)OCO4)CC2)c2ccccc21,0.6%,·,·,-1.7%,2%,20%,·,·,·,i,
Clc1ccccc1Nc1nc(-c2ccncc2)nc2ccccc12,0.0%,?,·,1.3%[50 µM],-4%,7%,·,·,·,·,
O=C(c1ccccc1CCc1ccccc1)N1CCOCC1,-0.1%,1.1%,-16%,-0.1%,-3%,5%,3,15,0.3%,i,
COc1ccccc1CN1CCC(n2nccc2NC(=O)CCOc2ccccc2)CC1,-0.7%,1.1%,·,-0.2%,-2%,4%,·,·,·,·,
O=C(NCC(=O)N(Cc1ccccc1)C(C(=O)NC1CCCCC1)c1ccco1)c1ccco1 (stereo not drawn),0.3%,-0.5%,-2.4%,-0.1%,-3%,9%,6,23,-0.9%,i,
CC1(C)Oc2ccc(C(=O)NC3CC3)cc2N(CC(=O)N2CCOCC2)C1=O,0.4%,-0.2%,-3.5%,0.4%,1%,8%,14,6,-1.9%,i,Dengue-2 NS5 capping pilot replicate=-2.4
O=C(Nc1ncn[nH]1)c1ccc(S(=O)(=O)N2CCOCC2)cc1,0.4%,-0.2%,-1.7%,0.3%,-4%,10%,16,11,-1.6%,i,
CCOC(=O)c1nc(NCc2ccccc2)sc1C,-0.4%,0.4%,·,0.1%,-5%,17%,·,·,·,·,
COCCN(C)C(=O)CC1C(=O)NCCN1CC(c1ccccc1)c1ccccc1 (stereo not drawn),-0.3%,-0.1%,-1.3%,0.5%,8%,8%,-9,-9,-0.5%,i,
CN(C(=O)c1ccc(C#N)cc1)c1nnc(-c2cnccn2)s1,0.1%,-0.2%,·,-0.9%[50 µM],4%,9%,·,·,·,i,
O=C(c1oc(=O)c2ccccc2c1-c1ccccc1)N1CCC(O)CC1,1.1%,-0.8%,-0.8%,-3.1%,-4%,-3%,11,1,-0.9%,i,
CCN(CC(=O)Nc1ccc(C(C)=O)cc1)CC(=O)Nc1cccc(OC)c1,0.0%,-0.8%,-3.1%,0.3%,-3%,23%,8,16,-0.2%,i,
Cc1nc(NCCCn2ccnc2)c2oc3ccccc3c2n1,-0.1%,3.0%,-9.8%,2.0%,1%,8%,-28,-11,-0.2%,i,
CC(C)C[C@H](NC(=O)c1nc[nH]c1C(=O)N1CCN(c2ccccc2)CC1)C(=O)OC(C)(C)C,-0.9%,-3.2%,·,2.3%,2%,9%,·,·,·,i,
COc1ccc(C(=O)CSc2nc3ncccc3[nH]2)cc1OC,0.1%,1.5%,·,·,·,12%,·,·,·,i,
Cc1ncc(C[n+]2csc(CCO)c2C)c(N)n1,0.2%,0.3%&-1.9%,·,3.6%&1.4%,-1%&-1%,13%&19%,·,·,·,·,
CCN(CC)S(=O)(=O)c1cccc2c(N(C)C)cccc12,-0.1%,-0.9%,-2.1%,1.6%,-4%,9%,-10,0,4.7%,i,
CCc1ccc2c(CN3CCN(Cc4ccccc4)CC3)cc(=O)oc2c1,-1.9%,1.4%,·,0.1%,7%,3%,·,·,·,·,
C[N+](C)(C)c1ccc(/C=N/Nc2nc(Cl)c(C#N)c(Cl)c2Cl)cc1,-0.2%,2.2%,0.0%,1.1%[50 µM],6%,12%,54,46,8.6%,i,
O=C(Nc1ccc(Oc2ccccc2)nc1)C1CCCCN1Cc1cccc(OCCO)c1 (stereo not drawn),0.0%,3.2%,·,0.0%,-10%,1%,·,·,·,·,
Cc1ccc(C)c(N2CCN(S(=O)(=O)c3cccc4cccnc34)CC2)c1,-0.8%,1.1%,-5.0%,-0.5%,-5%,-11%,56,14,4.2%,i,
Nc1nonc1-n1nnc(C(=O)N/N=C/c2ccncc2)c1CSc1ccccc1,0.2%,0.1%,·,0.1%,24%,-2%,·,·,·,·,
CC1CC(C)CN(C(=O)c2ccccc2Nc2ccc(SC(F)F)cc2)C1 (stereo not drawn),-1.6%,6.8%,-4.6%,-1.0%,6%,1%,57,11,5.9%,i,
COc1ccccc1-c1nnc(SCC(=O)OC(C)C)o1,1.5%,-0.9%,-6.5%,1.2%,-10%,15%,8,-2,-0.9%,i,
O=C(CN1CCN(c2ccccn2)CC1)Nc1ccc([N+](=O)[O-])cc1C(=O)Nc1ccccc1F,0.8%,0.5%,·,0.6%,-7%,-5%,·,·,·,·,
CCOC(=O)C1CCCN(C(=O)c2ccc(C)cc2O)C1 (stereo not drawn),0.3%,0.5%,-0.6%,0.3%,-5%,4%,-8,1,-0.8%,i,
Cc1ccc(S(=O)(=O)N2CCOC2C(Cl)(Cl)Cl)cc1 (stereo not drawn),-0.3%,1.1%,·,-0.1%,-5%,·,·,·,·,i,
CN1CCN(C(=S)NC(=O)c2cccc(S(=O)(=O)N(C)C)c2)CC1,0.5%,1.6%,-0.8%,0.0%,-2%,20%,-17,6,0.6%,i,
O=C(Nc1ccc(Br)c(Cl)c1)C1CC1,-0.1%,8.7%,-0.8%,2.1%,-8%,10%,9,17,-2.7%,i,
CSc1ccc(-c2ccco2)nn1,·,-0.4%,3.7%,0.1%,-3%,26%,-5,16,1.6%,·,
Cn1c(NCCCO)nc2c1c(=O)n(Cc1ccccc1F)c(=O)n2C,-0.1%,1.3%,2.3%,1.8%,4%,23%,-13,-4,-2.3%,i,Dengue-2 NS5 capping pilot replicate=-2.4
C/C(=N\Nc1ccc([N+](=O)[O-])cc1)c1ccc(-n2nncc2C(C)(C)C)cc1,-0.1%,2.3%,-6.0%,0.2%,5%,-3%,-14,-2,-1.3%,i,
COc1ccc(C2CC(=O)C3=C(C2)Nc2ccccc2N(C(C)=O)C3c2ccco2)cc1 (stereo not drawn),?,-0.3%,-2.9%,1.9%,-6%,5%,9,20,1.9%,i,
CCCCc1nc2ccccc2c(NC(=O)CN2CCCC2)c1CCC,-0.7%,-0.8%,-3.9%,0.9%[50 µM],-1%,24%,-18,7,-1.3%,i,
O=C(O)CC(NC(=O)c1cccc([N+](=O)[O-])c1)c1ccc2c(c1)OCO2 (stereo not drawn),1.1%,-1.0%,-5.9%,0.0%,-1%,9%,-3,24,2.0%,i,
Cc1cc(C)n2c(Nc3ccc4c(c3)OCCO4)c(-c3ccc(C)o3)nc2n1,0.5%,4.2%,-4.7%,0.5%,-4%,33%,-3,-2,-1.4%,i,
COc1ccc(Cl)cc1S(=O)(=O)n1ccnc1,-0.8%,0.7%,·,0.1%,-1%,10%,·,·,·,·,Dengue-2 NS5 capping pilot replicate=0.9
COc1cc(OC)c2c(-c3ccccc3)cc(=O)oc2c1C(CCN1CCCC(C)C1)c1ccc2c(c1)OCO2 (stereo not drawn),1.6%,-3.6%,·,1.5%,-4%,1%,·,·,·,i,
CN1C(=O)c2cccc3c(S(=O)(=O)Nc4ccccn4)ccc1c23,1.4%,0.4%,-8.6%,0.7%[50 µM],-8%,3%,-3,-3,-2.7%,i,
Cc1cc(=O)oc2cc(OCC3CC(c4ccc(Br)cc4)=NO3)ccc12 (stereo not drawn),-0.8%,3.8%,-3.6%,5.2%,-7%,11%,38,2,0.0%,i,
Clc1cccc(Sc2ccc(-c3ccccn3)s2)c1,0.3%,·,·,1.2%,-2%,3%,·,·,·,i,
CN(C)S(=O)(=O)c1ccc(C(=O)Nc2ccc3ncccc3c2)cc1,0.2%,2.7%,·,-0.8%,-1%,8%,·,·,·,·,
CCCCCCCC(=O)NC1=NC(=O)C(C)(C)S1,0.0%,2.1%,·,1.0%,1%,11%,·,·,·,i,

# Bioassay records from PubChem BioAssay.
